Screening results deposited in PubChem BioAssay by several laboratories.
SR-BI DiI inh – blocks mouse SR-BI lipid uptake from DiI-HDL | AID 488896 | inhibition, % at 12.5 µM | actives 0.96% (n = 320,000) | ldlA[mSR-BI] CHO cells, DiI-HDL uptake fluorescence, 3 h | Q61009;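 active = mean replicate inhibition of at least 70% and a set share of replicates each scoring 70 or more; inconclusive = meets just one of the two criteria; inactive = fails both criteria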;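 also: 0% = median of neutral control wells and 100% = median of positive control wells; values of inactives mirror those of a sister screen read the other way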
Target sequence (Q61009 whole entry, looked up): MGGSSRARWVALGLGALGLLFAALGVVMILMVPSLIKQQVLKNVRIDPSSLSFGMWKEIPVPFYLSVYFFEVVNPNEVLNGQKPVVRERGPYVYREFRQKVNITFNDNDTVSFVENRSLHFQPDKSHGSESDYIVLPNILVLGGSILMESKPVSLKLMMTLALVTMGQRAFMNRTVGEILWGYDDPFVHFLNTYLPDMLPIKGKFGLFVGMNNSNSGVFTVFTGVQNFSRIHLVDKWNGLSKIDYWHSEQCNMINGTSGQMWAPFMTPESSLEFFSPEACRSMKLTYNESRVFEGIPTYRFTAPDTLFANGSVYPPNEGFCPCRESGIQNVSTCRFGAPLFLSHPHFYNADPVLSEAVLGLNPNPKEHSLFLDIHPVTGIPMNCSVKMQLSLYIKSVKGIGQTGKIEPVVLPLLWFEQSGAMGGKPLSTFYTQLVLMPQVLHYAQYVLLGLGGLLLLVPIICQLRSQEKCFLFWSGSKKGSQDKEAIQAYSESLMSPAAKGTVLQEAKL
HTR5A ag ctr – HTR5A agonism, opioid heterodimer counter-screen; P47898; HTR5A agonist assay, luminescence, cell-based; activation, % at 9.3 µM; actives 0.61% (n = 340,000); in the data active = activation mostly above about 9.5%, no sharp cut-off; inactive = mostly below about 7.6%;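 also: 0% = cells with vehicle only and 100% = reference agonist; strong numbers were not always called active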
CDK5 p35 inh – inhibitors of human CDK5/p35 kinase. Recombinant CDK5/p35, ADP-Glo luminescence, 60 min. inhibition, % at 10 µM. actives 0.01% (n = 330,000). AID 488839;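 active = highest replicate inhibition of at least 50% and at least 75% of replicates reaching 50%; inconclusive = only one of the two criteria met; inactive = both criteria failed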;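 also: plate controls were DMSO neutral control for no effect and GW8510 at 10 µM for full effect; many of its hits are not listed in these tables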
PvdQ acylase – blocks Pseudomonas aeruginosa PvdQ acylase activity; purified PvdQ acylase, fluorescence plate reader; inhibition, % at 10 µM; actives 0.063% (n = 340,000); AID 488965; in the data active = inhibition above about 30%, passing the limit was not always enough; inconclusive = no clear call, values can overlap the other calls;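 also: 0% = vehicle neutral wells and 100% = reference inhibitor wells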
dFosB act – activators of mouse delta FosB homodimer. P13346. purified delta FosB, TAMRA-CDK5 oligo fluorescence polarization; percent of positive-control signal above neutral wells. activation, % at 25 µM. actives 0.99% (n = 340,000);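 active = mean activation above about 17%, with every replicate also reaching it, limit read from the data, passing the limit was not always enough; inconclusive = only one of the two conditions met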;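 also: fluorescence polarization rise as delta FosB binds a TAMRA Cdk5 AP-1 oligo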
Rtt109 Vps75 – blocks Candida albicans Rtt109/Vps75 acetyltransferase activity; Q5AAJ8; purified Rtt109/Vps75, ThioGlo CoA-SH fluorescence, 4 h; inhibition, % at 34.9 µM; actives 0.16% (n = 330,000); AID 540336;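 active = inhibition of at least 50% in every replicate; inconclusive = best replicate reaches 50% inhibition but some replicates fall short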
Target sequence (Q5AAJ8 whole entry, looked up): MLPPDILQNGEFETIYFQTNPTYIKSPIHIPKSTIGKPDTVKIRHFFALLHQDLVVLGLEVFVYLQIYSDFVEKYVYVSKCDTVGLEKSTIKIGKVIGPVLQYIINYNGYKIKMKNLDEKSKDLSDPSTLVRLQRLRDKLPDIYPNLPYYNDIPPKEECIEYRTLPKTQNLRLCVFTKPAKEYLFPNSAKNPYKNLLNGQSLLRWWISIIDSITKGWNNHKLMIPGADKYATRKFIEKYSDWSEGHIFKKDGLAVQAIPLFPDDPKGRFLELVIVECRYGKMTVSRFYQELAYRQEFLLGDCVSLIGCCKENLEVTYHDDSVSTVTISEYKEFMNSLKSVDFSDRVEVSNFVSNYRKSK
SR-BI DiI-HDL act – SR-BI HDL lipid transfer activation; CHO ldlA[mSR-BI] cells, DiI-HDL uptake fluorescence, 3 h; 100 = double the neutral-control signal; activation, % at 12.5 µM; actives 0.096% (n = 320,000);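 active = mean replicate activation of at least 60% and every replicate at or above 60%; inconclusive = mean or all-replicate condition met, but not both; inactive = mean below 60% and not all replicates reaching 60%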;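 also: 0% = median plate neutral-control signal and 100% = twice that signal; values of inactives mirror those of a sister screen read the other way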
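Test system: SR-BI-overexpressing, LDLR-lacking CHO cells. Measured by: DiI fluorescence, bottom read. Medium: Ham's F12 with 0.5% BSA, HEPES 25 mM, pH 7.4. Timing: 3 h uptake period with compound, 37 °C.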
Wnt act – activators of Wnt/beta-catenin signaling; Wnt/beta-catenin reporter cell assay, activator, plate reader; actives 1.2% (n = 300,000); activation, % at 9.35 µM; in the data active = activation above about 30%, passing the limit was not always enough; inconclusive = no clear call, values can overlap the other calls;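 also: 0% = neutral control wells and 100% = positive control wells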
cardiac RTF act – increases calcium sensitivity of human cardiac regulated thin filaments | activation, % at 7.2 µM | actives 0.24% (n = 340,000) | AID 493008 | IANBD-labeled TnC RTF fluorescence at EC20 calcium; 0% EC20 calcium, 100% full calcium | P19429+P45379;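 active = activation above the mean over all tested compounds plus 3 SD, cut at about 30% in these data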;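 also: rise in fluorescence read as greater calcium sensitivity of cardiac thin filaments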
MITF act – MITF TRPM1 promoter activation in melanoma cells. SK-MEL-5 TRPM1-promoter luciferase, 24 h; % of positive control, neutral wells = 0. activation, % at 12.5 µM. actives 0.75% (n = 300,000). AID 588334;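 active = mean activation of at least 80% with every replicate also reaching 80%; inconclusive = mean reaches 80% but some replicate falls short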;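 also: 0% = neutral control wells and 100% = parthenolide positive control wells; values of inactives mirror those of a sister screen read the other way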
* marks the source's active call; other numbers are inactive results.

How did C[C@H](CO)N1C[C@H](C)[C@@H](CN(C)C(=O)NC2CCCCC2)Oc2c(NC(=O)Nc3ccc4c(c3)OCO4)cccc2C1=O do in these assays?
SR-BI DiI inh: 6; HTR5A ag ctr: -1; CDK5 p35 inh: 4.3; PvdQ acylase: 1; dFosB act: 0; Rtt109 Vps75: -4; SR-BI DiI-HDL act: -6; Wnt act: 1; cardiac RTF act: -6; MITF act: 6

How did CCC1CCCCN1C(=O)CN1C(=O)CSC1=O (configuration not stated) do in these assays?
SR-BI DiI inh: -32; HTR5A ag ctr: -1; CDK5 p35 inh: 0.6; PvdQ acylase: 2; dFosB act: 1; Rtt109 Vps75: -3; SR-BI DiI-HDL act: 32; Wnt act: -1; cardiac RTF act: 3; MITF act: -5

What do the screens show for `Cc1ccc(NC(=O)Cn2nnc(-c3ccccc3NC(=O)c3cccs3)n2)cc1`?
SR-BI DiI inh: 12; HTR5A ag ctr: 4; CDK5 p35 inh: 0.4; PvdQ acylase: -7; dFosB act: 48*; Rtt109 Vps75: -4; SR-BI DiI-HDL act: -12; cardiac RTF act: 0; MITF act: 0

What do the screens show for `Cc1cccc(-c2cc3nc(-c4ccccc4)cc(N4CCC5(CC4)OCCO5)n3n2)c1`?
SR-BI DiI inh: 83*; HTR5A ag ctr: 12*; CDK5 p35 inh: -1.5; PvdQ acylase: -6; dFosB act: -6; Rtt109 Vps75: 17; SR-BI DiI-HDL act: -83; Wnt act: -5; cardiac RTF act: -3; MITF act: -9

How did Cc1cc(C)cc(S(=O)(=O)c2cnc3ccccc3n2)c1 do in these assays?
SR-BI DiI inh: -20; HTR5A ag ctr: -1; CDK5 p35 inh: -0.1; PvdQ acylase: -2; dFosB act: -6; Rtt109 Vps75: -4; SR-BI DiI-HDL act: 20; Wnt act: -1; cardiac RTF act: -2; MITF act: -35

Results for CC(C)C(=O)Nc1ccc(Sc2ccc(F)cc2)cc1 ?
SR-BI DiI inh: 18; HTR5A ag ctr: -2; CDK5 p35 inh: -0.2; PvdQ acylase: -17; dFosB act: 2; Rtt109 Vps75: -3; SR-BI DiI-HDL act: -18; Wnt act: 2; cardiac RTF act: 2

How did O=C(CNS(=O)(=O)c1ccccc1)OCC(=O)c1ccccc1Cl do in these assays?
SR-BI DiI inh: -13; HTR5A ag ctr: 1; CDK5 p35 inh: -1.1; PvdQ acylase: -12; dFosB act: 2; Rtt109 Vps75: -14; SR-BI DiI-HDL act: 13; Wnt act: 2; cardiac RTF act: -4; MITF act: 6

How did Cn1c(=O)c(C(=O)CSc2ccccc2)c(N)n(Cc2ccccc2)c1=O do in these assays?
SR-BI DiI inh: 16; HTR5A ag ctr: 3; CDK5 p35 inh: 0.7; PvdQ acylase: 5; dFosB act: -9; Rtt109 Vps75: 26; SR-BI DiI-HDL act: -16; Wnt act: 13; cardiac RTF act: 3; MITF act: 14

Results for Nc1nnc(C(F)(F)F)s1 ?
SR-BI DiI inh: -13; HTR5A ag ctr: 0; CDK5 p35 inh: -2.3; PvdQ acylase: -8; dFosB act: -1; Rtt109 Vps75: -2; SR-BI DiI-HDL act: 13; Wnt act: 0; cardiac RTF act: -3; MITF act: -11

How did Cc1noc(C)c1C(=O)NCCc1c(C)[nH]c2ccccc12 do in these assays?
SR-BI DiI inh: 4; HTR5A ag ctr: -5; CDK5 p35 inh: 0.5; PvdQ acylase: -5; dFosB act: -3; Rtt109 Vps75: -3; SR-BI DiI-HDL act: -4; Wnt act: 0; cardiac RTF act: -3; MITF act: -12

How did C[C@H](NC(N)=O)C(=O)N1CCN(S(=O)(=O)c2ccc3ccccc3c2)CC1 do in these assays?
HTR5A ag ctr: -1; CDK5 p35 inh: -0.6; PvdQ acylase: -4; dFosB act: -5; Rtt109 Vps75: 3; Wnt act: -2; cardiac RTF act: -2; MITF act: -5

Results for O=c1[nH]cc([N+](=O)[O-])cc1Br ?
SR-BI DiI inh: -5; HTR5A ag ctr: 1; CDK5 p35 inh: -0.3; PvdQ acylase: -4; dFosB act: -9; Rtt109 Vps75: -3; SR-BI DiI-HDL act: 5; Wnt act: -5; cardiac RTF act: -1; MITF act: 3

Results for O=C1Nc2cc(Cl)ccc2C1(N1CCNCC1)C(F)(F)F (configuration not stated) ?
SR-BI DiI inh: -18; HTR5A ag ctr: 2; CDK5 p35 inh: 0.7; PvdQ acylase: -9; dFosB act: -1; Rtt109 Vps75: -6; SR-BI DiI-HDL act: 18; cardiac RTF act: 10

How did Cc1nn(-c2ccc(F)cc2)c2c1cc(C#N)c1nc3ccccc3n12 do in these assays?
SR-BI DiI inh: 5; HTR5A ag ctr: 0; CDK5 p35 inh: 1.6; PvdQ acylase: -15; dFosB act: 4; Rtt109 Vps75: -21; SR-BI DiI-HDL act: -5; Wnt act: -7; cardiac RTF act: 5; MITF act: -8

How did COc1ccc(-c2csc(=Nc3ccccc3)n2CCO)cc1 do in these assays?
SR-BI DiI inh: -13; HTR5A ag ctr: 5; CDK5 p35 inh: -0.1; PvdQ acylase: -3; dFosB act: -3; Rtt109 Vps75: -16; SR-BI DiI-HDL act: 13; Wnt act: 7; cardiac RTF act: -8; MITF act: 2

What do the screens show for `O=C(COC(=O)/C=C/c1cn(-c2ccccc2)nc1-c1ccc2c(c1)OCCO2)NC1CCS(=O)(=O)C1` (configuration not stated)?
SR-BI DiI inh: 23; HTR5A ag ctr: 6; CDK5 p35 inh: -0.8; PvdQ acylase: -5; dFosB act: -1; Rtt109 Vps75: -9; SR-BI DiI-HDL act: -23; Wnt act: -2; cardiac RTF act: 2; MITF act: 19

How did CN1CCN(C(=O)CCn2nc(-c3ccccc3)c3ccccc3c2=O)CC1 do in these assays?
SR-BI DiI inh: 6; HTR5A ag ctr: 0; CDK5 p35 inh: 1.5; PvdQ acylase: -19; dFosB act: 1; Rtt109 Vps75: -1; SR-BI DiI-HDL act: -6; Wnt act: -2; cardiac RTF act: 5; MITF act: 14

How did Cc1ccc(NC(=O)CCCN2C(=O)c3cccc4cccc(c34)C2=O)cc1 do in these assays?
SR-BI DiI inh: -7; HTR5A ag ctr: 0; CDK5 p35 inh: 1.1; PvdQ acylase: 4; dFosB act: 0; Rtt109 Vps75: -4; SR-BI DiI-HDL act: 7; Wnt act: -1; cardiac RTF act: -2; MITF act: 12

How did Cc1ccc(C#N)c(SCC(=O)Nc2nccs2)n1 do in these assays?
SR-BI DiI inh: 3; HTR5A ag ctr: 1; CDK5 p35 inh: -0.9; PvdQ acylase: -11; dFosB act: 10; Rtt109 Vps75: -2; SR-BI DiI-HDL act: -3; Wnt act: 6; cardiac RTF act: 0; MITF act: -2

How did Oc1c(C(c2ccco2)N2CCC3(CC2)OCCO3)sc2ncnn12 (configuration not stated) do in these assays?
SR-BI DiI inh: -28; HTR5A ag ctr: 0; CDK5 p35 inh: 0.8; PvdQ acylase: -14; dFosB act: -8; Rtt109 Vps75: 6; SR-BI DiI-HDL act: 28; Wnt act: 23; cardiac RTF act: -6

Results for CN(C)C(CNC(=O)c1ccc(S(=O)(=O)Nc2ccccc2F)cc1)c1ccco1 (configuration not stated) ?
SR-BI DiI inh: -4; HTR5A ag ctr: 2; CDK5 p35 inh: -1.7; PvdQ acylase: 1; dFosB act: -9; Rtt109 Vps75: -15; SR-BI DiI-HDL act: 4; Wnt act: 2; cardiac RTF act: 4; MITF act: 2

Results for CCOc1ccc(C(=O)N2CCCN(C(=O)c3ccc(OCC)cc3)CC2)cc1 ?
SR-BI DiI inh: 12; HTR5A ag ctr: -6; CDK5 p35 inh: 1.4; PvdQ acylase: -10; dFosB act: -4; SR-BI DiI-HDL act: -12; Wnt act: -1; cardiac RTF act: -5; MITF act: -9

How did COc1cccc(NC(=O)[C@@H]2CCCN2C(=O)[C@@H]2Cc3ccccc3CN2C(=O)OC(C)(C)C)c1 do in these assays?
SR-BI DiI inh: -9; HTR5A ag ctr: -2; CDK5 p35 inh: 0.0; PvdQ acylase: -15; dFosB act: -12; Rtt109 Vps75: -3; SR-BI DiI-HDL act: 9; Wnt act: 4; cardiac RTF act: 3; MITF act: 10

How did Cc1cc(OCC(=O)Nc2cccc(S(=O)(=O)N3CCCCC3)c2)ccc1Cl do in these assays?
SR-BI DiI inh: 45; HTR5A ag ctr: 11; CDK5 p35 inh: -3.1; PvdQ acylase: -10; dFosB act: 0; Rtt109 Vps75: 6; SR-BI DiI-HDL act: -45; Wnt act: -6; cardiac RTF act: -1; MITF act: -3

What do the screens show for `O=C(NNC(=O)c1cc2c(s1)CCCC2)c1ccccc1`?
SR-BI DiI inh: -9; HTR5A ag ctr: 2; CDK5 p35 inh: 0.4; PvdQ acylase: -12; dFosB act: 1; Rtt109 Vps75: -3; SR-BI DiI-HDL act: 9; Wnt act: 28; cardiac RTF act: 2; MITF act: 46

Results for CC1(C)OC(C)(C)/C(=C/Nc2ccc(O)cc2)C1=O ?
SR-BI DiI inh: -9; HTR5A ag ctr: -1; CDK5 p35 inh: 0.7; PvdQ acylase: -8; dFosB act: -13; Rtt109 Vps75: 22; SR-BI DiI-HDL act: 9; Wnt act: 1; cardiac RTF act: -8; MITF act: 3

How did COc1ccc(C(CNC(=O)c2ccc(OC)c(S(=O)(=O)N3CCCC3)c2)N2CCCC2)cc1 (configuration not stated) do in these assays?
SR-BI DiI inh: -13; HTR5A ag ctr: -1; CDK5 p35 inh: 0.0; PvdQ acylase: 4; dFosB act: -8; Rtt109 Vps75: 8; SR-BI DiI-HDL act: 13; Wnt act: -2; cardiac RTF act: 0; MITF act: 6

Results for Cc1ccccc1NC(=O)CN1C(=O)NC2(CCc3ccccc32)C1=O (configuration not stated) ?
SR-BI DiI inh: -7; HTR5A ag ctr: 3; CDK5 p35 inh: -0.3; PvdQ acylase: -16; dFosB act: -2; Rtt109 Vps75: -6; SR-BI DiI-HDL act: 7; Wnt act: -2; cardiac RTF act: 7; MITF act: 5

What do the screens show for `CCN1C(=O)c2ccc(C(=O)NCc3ccccc3)cc2C1=O`?
SR-BI DiI inh: -40; HTR5A ag ctr: -1; CDK5 p35 inh: -1.2; PvdQ acylase: -4; dFosB act: -2; Rtt109 Vps75: 9; SR-BI DiI-HDL act: 40; cardiac RTF act: 5; MITF act: 1

Results for CC(C)c1ncc(C(O)c2ccccc2)n1C (configuration not stated) ?
SR-BI DiI inh: -13; HTR5A ag ctr: 4; CDK5 p35 inh: 1.2; PvdQ acylase: -7; dFosB act: -1; Rtt109 Vps75: 1; SR-BI DiI-HDL act: 13; Wnt act: inconclusive; cardiac RTF act: -6

What do the screens show for `O=C(COC(=O)/C=C/c1ccco1)Nc1cc(S(=O)(=O)N2CCOCC2)ccc1Cl`?
SR-BI DiI inh: -1; HTR5A ag ctr: 2; CDK5 p35 inh: 0.4; PvdQ acylase: 5; dFosB act: -3; Rtt109 Vps75: -3; SR-BI DiI-HDL act: 1; Wnt act: 3; cardiac RTF act: -2; MITF act: 8

Compounds as they come, and some 4.4% of all compounds hit somewhere here.
